Assay outcomes deposited in PubChem by National Center for Advancing Translational Sciences (NCATS).
Tb PFK inh: inhibitors of T. brucei phosphofructokinase | Potency, µM (titrated, usually from 57.5 µM), inactives show at the highest dose activity, negative = inhibition, hits mostly inhibitors | O15648 | T. brucei PFK, ADP-Glo luminescence | 330,000 tested, 0.17% active;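 note: potency is the fitted concentration of half-maximal effect; 0% = uninhibited 1x PFK enzyme wells and -100% = no-enzyme wells; nearly all actives have a fitted effect of over 60% in size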
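Activity is normalized to no-enzyme wells (full inhibition) and 1.25 nM enzyme wells (no inhibition). Reaction: 0.5 mM F6P, 0.1 mM ATP, 45 min RT, ADP-Glo luminescence; concentration-response curves fitted and classed by quality.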
Chronic BCR inh: blocks chronic active B-cell receptor signaling. ABC-DLBCL IkBa-CBG/CBR reporter, luminescence ratio, 4 h. Potency, µM (series often up to 46.1 µM), inactives show at the top dose ratio change, negative = lower green/red ratio, usual class: inhibitors. 340,000 tested, 0.05% active; active = well fitted inhibition curve with a large enough effect in the signal ratio, with a control signal flat, not every such curve was filed as active; inconclusive = small, poorly fitted or top-dose-only effect, or effect the other way, or a change in a side signal; the % refers to the signal ratio;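 note: potency is the fitted concentration of half-maximal effect; plate controls were basal doxycycline-induced cells for no effect and cells given 10 µM MG132 for full effect; MG132 reads +100%, hits lower the ratio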
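Doxycycline induced both beetle luciferases in TMD8 lymphoma cells; IKK-driven degradation limits the IkappaBalpha-fused green signal, while red luminescence normalises for cell number and nonspecific effects. Compounds tested up to 46 uM, 4 hrs.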
Integrin act MD: activators of alpha7 integrin expression for muscular dystrophy; alpha7betagal myoblasts, beta-gal FDG fluorescence, 48 h; AID 624291; 350,000 tested, 0.064% active; Potency, µM (doses to about 38.3 µM), without a hit: at the highest dose activation, actives largely listed as activators;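 note: potency is the fitted concentration of half-maximal effect; 100% = response of the positive control SU9516; nearly all actives have a fitted effect of over 60% in size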
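Alpha7betagal+/- myoblasts (passage 13) were plated 16-24 hr, then exposed to compounds (1:260 dilution of DMSO stock) for 48 hours at 37C. After MPER lysis, β-galactosidase reporter activity was read as FDG fluorescence (ex 480/em 540) after 30 minutes.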
Coupling enz: coupling enzyme interference in Giardia aldolase counter-screen | coupling enzyme system counterscreen, AmpLite Red fluorescence | activity change, negative = inhibition, % at 58.2 µM, hits read low | 290,000 tested, 0.67% active | AID 2472; in the data active = activity change below about -30%; note: % is set by controls: 0 for no effect and ±100 for the full control effect
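Counterscreen of the coupled detection system alone, without aldolase: glyceraldehyde-3-phosphate coupling enzymes plus AmpLite Red readout. Compounds at 57.5 uM final, 10 min RT preincubation, 20 min RT reaction, fluorescence 525/598 nm.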
Menin MLL FP TR: inhibitors of human menin-MLL interaction, mutant MLL peptide | Menin + Texas Red MLL mutant peptide, fluorescence polarization | Potency, µM (doses to about 61.6 µM), without a hit: at the highest dose FP activity change, negative = inhibition, hits mostly inhibitors | 270,000 tested, 0.23% active | AID 1768; active = well fitted inhibition curve with a large enough effect in the polarisation, with a control signal flat, not every such curve was filed as active; inconclusive = small, poorly fitted or top-dose-only effect, or effect the other way, or a change in a side signal; inactive = no such curve, though single readings can be large or run the other way; the % refers to the polarisation; note: potency is the fitted concentration of half-maximal effect; % of control where 0% means no effect; many of its hits are not listed in these tables
PTAP TSG101 blk: blocks PTAP/TSG101 interaction to inhibit HIV-1 budding. Fluorescence polarization, FITC-PTAP peptide / Tsg101 binding. 340,000 tested, under 10 active. Potency, µM (titrated, usually from 115 µM), for inactives: top-dose activity change, negative = inhibition, hits mostly inhibitors. AID 493005; active = well fitted inhibition curve with a large enough effect in the main read-out, with a control signal flat, not every such curve was filed as active; inconclusive = small, poorly fitted or top-dose-only effect, or effect the other way, or a change in a side signal; inactive = no such curve, though single readings can be large or run the other way; note: potency is the fitted concentration of half-maximal effect; % of control where 0% means no effect
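Fluorescence polarization binding of Tsg101 binding domain (10 uM final) to FITC-labeled PTAP peptide (50 nM final) in HEPES pH 7.5 buffer with NaCl, Tween 20, EDTA, TCEP. Compounds added before peptide; binding 20 min at RT.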
B2AR arrestin: recruits beta-arrestin to the human beta2-adrenergic receptor | P07550 | beta-arrestin recruitment to beta2AR, cell-based reporter | Potency, µM (series often up to 46.1 µM), for inactives: top-dose activation, actives largely listed as activators | 330,000 tested, 0.02% active | AID 492947;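 note: potency is the fitted concentration of half-maximal effect; 0% = DMSO controls and full agonism = EC100 isoproterenol or metaproterenol; nearly all actives have a fitted effect of over 65% in size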
S-ASM inh: blocks human secretory acid sphingomyelinase; P17405; placental ASM, HMU-PC fluorogenic substrate, 60 min; AID 504937; 340,000 tested, 0.006% active; Potency, µM (titrated, usually from 57.5 µM), for inactives: at the top dose activity change, negative = inhibition, most hits filed as inhibitors; note: potency is the fitted concentration of half-maximal effect
Target sequence (P17405 47-631 limits assumed): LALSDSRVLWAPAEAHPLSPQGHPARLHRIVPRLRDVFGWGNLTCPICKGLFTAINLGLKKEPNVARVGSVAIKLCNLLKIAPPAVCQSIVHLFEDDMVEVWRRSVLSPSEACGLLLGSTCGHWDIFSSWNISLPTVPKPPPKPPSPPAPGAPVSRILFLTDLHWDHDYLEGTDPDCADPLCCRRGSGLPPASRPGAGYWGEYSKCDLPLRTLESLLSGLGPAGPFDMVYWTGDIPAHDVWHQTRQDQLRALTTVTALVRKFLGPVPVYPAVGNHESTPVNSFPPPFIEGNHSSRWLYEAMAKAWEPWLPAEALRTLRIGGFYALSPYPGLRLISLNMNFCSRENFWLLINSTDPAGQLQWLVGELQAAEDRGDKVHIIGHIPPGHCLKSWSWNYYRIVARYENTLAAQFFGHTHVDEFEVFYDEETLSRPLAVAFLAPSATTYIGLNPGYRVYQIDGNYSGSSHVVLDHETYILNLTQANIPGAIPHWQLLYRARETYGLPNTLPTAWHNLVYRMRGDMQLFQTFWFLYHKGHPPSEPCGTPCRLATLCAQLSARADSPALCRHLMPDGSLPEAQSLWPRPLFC
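qHTS format. ASM enzyme prepared from human placenta hydrolyses the fluorogenic substrate HMU-PC0 (9 uM final) over 60 min at 37 °C after a 10 min compound preincubation.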
Giardia killer: Giardia lamblia killing; Giardia lamblia trophozoite viability; activity change, % at 7.66 µM, hits read low; 340,000 tested, 0.15% active; in the data active = activity change below about -80%; inconclusive = between about -30% and that limit;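 note: parasites exposed to compound for two days anaerobically before the ATP read; % is set by controls: 0 for no effect and ±100 for the full control effect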
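Giardia trophozoites, 100 cells per well, were exposed to compounds for 48 hrs at 37 deg C under anaerobic conditions; viability was then read as ATP content by bioluminescence after 15-30 min at room temperature.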
PKM2 act: PKM2 (human) enzyme activation; P14618; purified PKM2, Kinase-Glo ATP luminescence, activation; response scale: 0% is enzyme alone, no compound; Potency, µM (series often up to 57.5 µM), for the others: top-dose activation, actives largely listed as activators; 260,000 tested, 0.34% active; AID 1631; note: potency is the fitted concentration of half-maximal effect; % is set by controls: 0 for no effect and ±100 for the full control effect; nearly all actives have a fitted effect of over 55% in size
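hPK-M2, >95% pure; 0.1 mM ADP / 0.5 mM PEP final; imidazole pH7.2 buffer w/ 7 mM MgCl2, 50 mM KCl; 1 h RT; Kinase-Glo lum. Intermediate enzyme activity for dual inhibitor/activator qHTS.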
GALK inhibitor: blocks human galactokinase activity. Purified GALK, Kinase-Glo residual ATP luminescence. Potency, µM (top dose mostly 57.5 µM), for inactives: top-dose activity change, negative = inhibition, most hits filed as inhibitors. 270,000 tested, 0.007% active. AID 1868; note: potency is the fitted concentration of half-maximal effect; % is set by controls: 0 for no effect and ±100 for the full control effect
Target sequence (P51570 whole entry, looked up): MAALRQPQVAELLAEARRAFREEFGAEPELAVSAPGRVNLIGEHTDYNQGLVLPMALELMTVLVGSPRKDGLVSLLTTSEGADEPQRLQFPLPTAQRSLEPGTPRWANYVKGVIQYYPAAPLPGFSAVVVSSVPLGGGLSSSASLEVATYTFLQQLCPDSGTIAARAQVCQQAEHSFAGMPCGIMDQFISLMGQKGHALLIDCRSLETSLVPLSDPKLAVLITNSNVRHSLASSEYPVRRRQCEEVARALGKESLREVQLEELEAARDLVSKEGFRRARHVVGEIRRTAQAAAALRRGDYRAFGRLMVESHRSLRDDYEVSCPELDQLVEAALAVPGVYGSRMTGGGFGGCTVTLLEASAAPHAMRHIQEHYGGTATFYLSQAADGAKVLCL
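Luminescence from leftover ATP (Ultra-Glo luciferase/luciferin) served as read-out after a 1 h room-temperature reaction of 5 nM GALK with 35 uM ATP and 100 uM galactose.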
* = called active by the depositor; u = inconclusive; x = not tested or not shown; [ ] = remark or other dose. Unless noted, calls come from the whole dose curve; as a rule, active = well fitted curve in the direction sought with a large enough effect; inconclusive = small, poorly fitted or top-dose-only effect, or another doubt; inactive = no such curve, though single readings can be large; an effect the other way counts as inactive or inconclusive. A portion of the library. The share of hits here may be higher or lower than overall.

The line under a structure holds: Tb PFK inh, Chronic BCR inh, Integrin act MD, Coupling enz, Menin MLL FP TR, PTAP TSG101 blk, B2AR arrestin, S-ASM inh, Giardia killer, PKM2 act, GALK inhibitor
- O=c1[nH][nH]c(-c2ccccc2O)c1C(C[N+](=O)[O-])c1ccc(Cl)cc1Cl (stereo unspecified)
→ 11%, u, -15%, 3, u, 1%, 5.8%, -7%, -3, 6%, 0%
- COCCCNC(=O)C1CCC(CNS(=O)(=O)c2ccc(Cl)cc2)CC1 (stereo unspecified)
→ u, 6%, 16%, 0, 4%, 0%, -0.2%, 12%, 3, -37%, -3%
- CSc1ncc2ncn(C3OC(CO)C(O)C3O)c2n1 (stereo unspecified)
→ -2%, u, 27%, 4, x, -2%, -0.3%, 5%, -4, u, x
- Cc1[nH]nc2c1C(c1cccc(OC(=O)N3CCOCC3)c1)C(C#N)=C(N)O2 (stereo unspecified)
→ 3%, 4%, -13%, -5, -8%, -5%, -0.7%, -1%, -10, 11%, -2%
- CCN(CC)S(=O)(=O)c1ccc2c(c1)c(=O)c(C(=O)NCCc1ccc(OC)c(OC)c1)cn2C
→ -12%, u, 21%, 0, u, -2%, 0.0%, -4%, -2, x, -1%
- CC(c1ccccc1)N1C(=O)c2ccccc2C1(O)Cc1ccccc1 (stereo unspecified)
→ -5%, -3%, -18%, 0, -6%, -1%, -0.1%, -3%, 1, -1%, -1%
- CC(C)(C)C1=CC(=O)C(=O)C(C(C)(C)C)=C1
→ u, u, -69%[inhibitor], -48*, -6%, -7%, 5.2%, 0%, -9, u, 0%
- CCOC(=O)[C@@H](C)N(Cc1ccc(OC)cc1)S(=O)(=O)N(Cc1ccccc1)[C@H](C(=O)OC)C(C)C
→ 5%, 11%, -10%, x, x, -5%, 0.0%, 0%, -3, x, x
- CSc1nsc(SCC(=O)Nc2ccc(OC(C)=O)cc2)n1
→ -3%, u, -11%, -2, u, 0%, 0.5%, -10%, -9, 5%, 8%
- O=C(Cn1c(=O)oc2ccccc21)Nc1cccc(Cl)c1
→ -2%, u, -19%, -2, 5%, -4%, -0.5%, 3%, 3, -5%, x
- Cc1cc(N2CCN(c3ccccc3)CC2)nc(-c2ccccc2)n1
→ 2%, 12%, 21%, -3, 9%, -2%, 0.3%, -5%, -21, -8%, -1%
- CC(C)CCNC(=O)C(c1ccco1)N(CC1CCCO1)C(=O)Cn1nnc2ccccc21 (stereo unspecified)
→ -2%, 0%, 2%, -4, -13%, -2%, -0.6%, 2%, -12, -5%, -2%
- CCSc1nnc(NC(=O)CSc2nc3c(cc2C#N)CCCC3)s1
→ 0%, 10%, 9%, -1, u, -2%, -0.1%, 14%, -11, -7%, -7%
- COc1cccc(NC(=O)N2CCCC2C(=O)NCC(C)C)c1 (stereo unspecified)
→ -2%, -1%, 42%, 0, 11%, -2%, -3.4%, 8%, -4, 3%, 7%
- Cc1c(C)c2ccc(OCC(=O)NC(Cc3c[nH]c4ccc(O)cc34)C(=O)O)c(C)c2oc1=O (stereo unspecified)
→ 2%, 3%, -25%, 0, -27%, 0%, -0.8%, 1%, 0, -2%, x
- Cc1ccc(C(=O)/C=C/C(=O)c2ccc(C)cc2)cc1
→ -25%, 2%, -1%, 2, u, -5%, -0.5%, 0%, 12, u, -1%
- Cn1c(N)c(C(=O)COC(=O)COc2ccc(Br)cc2)c(=O)n(C)c1=O
→ -9%, 4%, 10%, x, x, -2%, -0.1%, -9%, -8, x, x
- CC1Cc2ccccc2N1C(=O)CN1CCC(C(N)=O)CC1 (stereo unspecified)
→ 2%, 1%, 9%, 0, 0%, -3%, -0.4%, -1%, 12, 2%, 1%
- O=C1NN(c2ccccc2)C(=O)/C1=C\c1ccccc1
→ 11%, u, u, 1, u, -2%, -0.1%, -2%, 3, 3%[11.5 µM], -4%
- Brc1ccc(NCc2nnc3n2CCCCC3)cc1
→ -4%, 6%, -16%, 2, 11%, -3%, 0.0%, 6%, -4, 0%, 0%
- c1cnc(Sc2ccc3nnnn3n2)nc1
→ -1%, 0%, -39%, 2, 1%, 1%, -0.1%, 3%, 4, 0%, -2%
- C[C@H](OC(=O)NCc1ccc(C(F)(F)F)cc1)[C@@H]1O[C@@]2(C)CCC[C@@H]1O2
→ -1%, 2%, 5%, x, x, x, -0.4%, 0%, -5, x, x
- O=C(Cn1cc(C(F)(F)F)cc(Cl)c1=O)NCc1ccc(Cl)cc1Cl
→ 2%, 3%, 0%, 3, -1%, -1%, -0.3%, 2%, -9, -1%, 11%
- O=C(c1cnc(-c2ccc(Cl)cc2)s1)c1ccc(Cl)cc1Cl
→ -2%, -1%, 1%, -2, 7%, -8%, -0.5%, 31%[activator], 41[activator], -1%, 1%
- C/C(=N\NC(=O)c1c(C)nc2ccccn12)c1ccco1
→ -2%, 13%, 2%, 3, -2%, -1%, 0.3%, 2%, 5, -8%, 11%
- CC(C)[C@H](NC(=O)c1nn(Cc2ccccc2)c(=O)c2ccccc12)C(=O)O
→ 4%, -8%, -4%, 10, 2%, 1%, 0.1%, 1%, -2, x, -1%
- C[C@H]1CN=C(N(C)C)N1CCCCc1ccccc1
→ 0%, 0%, -19%, x, x, 0%, 0.1%, 9%, 29, x, x
- Cn1c(=O)c2c(nc(CN3CCC(C(N)=O)CC3)n2CCCc2ccccc2)n(C)c1=O
→ -6%, u, 13%, 1, -9%, -8%, -0.1%, 2%, 8, 1%, -1%
- Cc1ccccc1C(=O)N1CCN(c2ccc(NC(=O)c3cccs3)cc2)CC1
→ 2%, u, 19%, 0, 3%, 0%, 0.4%, -7%, 8, 0%, -6%
- CCCc1cc(C(=O)Nc2cc(Cl)ccc2O)no1
→ -15%, -6%, 9%, -1, u, 6%, -1.1%, -4%, 5, 0%, 0%
- CCn1cc(/C=C(\NC(=O)c2ccc(OC)c(OC)c2)C(=O)NCCCN2CCOCC2)c2ccccc21
→ -4%, -7%, -39%[inhibitor], 6, -6%, 0%, -3.6%, 1%, -7, 1%, x
- C[C@]12C=CC(=O)C=C1CCC1C3CC[C@](O)(C(=O)CO)[C@@]3(C)CC3OC312 (stereo partly specified)
→ -3%, 1%, 12%, -2, 3%, -15%, 0.4%, 1%, -21, -20%, 3%
- C=CCc1c(C)[nH]c(=O)[nH]c1=O
→ 1%, 15%, 25%, 0, -8%, -1%, -0.7%, 1%, -27, 8%, -2%
- O=C(c1cccc(NS(=O)(=O)c2cccc(C(F)(F)F)c2)c1)N1CCOCC1
→ -2%, 1%, 25%, 4, -4%, -8%, 0.3%, -2%, 14, -9%, 4%
- CC/C(=N\NC(=O)c1cccnc1)c1ccc2c(c1)OCCO2
→ -2%, u, u, 4, 25%, -2%, -0.1%, 5%, -1, -4%, 0%
- Cc1ccc(S(=O)(=O)N(C)CC(=O)Nc2ccccc2)cc1
→ 1%, -9%, 8%, 1, 4%, -1%, -0.1%, 2%, 5, -3%, 1%
- CCOC(=O)C1=C(NC(=S)NC(=O)c2ccccc2)c2ccccc2CC1(C)CC (stereo unspecified)
→ -1%, 11%, 0%, -2, 10%, -3%, -1.2%, -2%, -15, 5%, -3%
- COc1ccc(N2CCN(C(=O)CCCn3c(=O)c4cccn4c4cccnc43)CC2)cc1
→ 0%, -13%, 20%, x, x, -3%, 0.2%, -2%, 32[activator], x, 4%
- CCCn1nc(NS(=O)(=O)c2ccccc2[N+](=O)[O-])c2cc3ccccc3nc21
→ 5%, -1%, -19%, x, x, -4%, 0.0%, -2%, -8, x, -7%
- COc1ccc(CN(CCC(C)C)S(=O)(=O)c2ccccc2Br)cc1
→ -1%, 9%, 3%, x, x, -8%, -0.4%, -15%, 7, x, x
- CCN1CCN(c2cc(C)c3cc(NC(=S)N4CC(C)CC(C)C4)ccc3n2)CC1 (stereo unspecified)
→ -1%, u, -38%, -1, -24%, 0%, 0.7%, 111%[activator], -3, 2%, 1%
- CC(C)CC(CC(C)C)=NNC(=O)c1ccc(CSc2nncn2C)cc1
→ 1%, -3%, 2%, 3, -5%, -1%, -0.1%, -1%, -11, -1%, 0%
- O=C1CCC(C(=O)N2CCSCC2)CN1Cc1cccc(C(F)(F)F)c1 (stereo unspecified)
→ 0%, 0%, 16%, x, x, -1%, -0.1%, 3%, -2, -3%, 0%
